# AMPAR-TARP mod: modulators of AMPA receptor GluA2-stargazin complexes | 3.5% of 40,000 active | O88602+P19491 | AID 1259245 | HEK293 GluA2+stargazin, membrane potential dye (FDSS), glutamate EC50; hits were called plate by plate, in both directions | calls only at 30 µM;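 active = any of four per-well response measures lying three or more SD from its plate-wide compound average, in either direction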
# AMPAR-TARP mod agonism max-min: recorded beside AMPAR-TARP mod, whose call it bears; compound max-min signal; compound-alone response (agonism);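 unitless range of fluorescence divided by baseline over first 100 seconds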
# AMPAR-TARP mod glutamate slope: further read-out of AMPAR-TARP mod, marked with its call; glutamate slope, % of max; measured here: glutamate response slope, % max;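 scaled per plate between vehicle wells and maximal 1 mM glutamate control wells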
# Starred values were filed as active, the others as inactive; i = inactive. The list is partial, so the mix of outcomes need not match the whole.
SMILES,AMPAR-TARP mod,AMPAR-TARP mod agonism max-min,AMPAR-TARP mod glutamate slope
CC(O)(CNC(=O)NC1CCCCC1)c1ccc2c(c1)OCO2 (stereo unspecified),i,0.081,38
CCc1nnc(-c2ccc(NC(=O)CCc3ccc(OC)cc3)cc2)o1,i,0.071,54

# Screening results from PubChem.
